# Screens as filed in PubChem.
# IL1B NFkB inh: blocks IL-1B driven NFkB nuclear translocation in HUVEC cells; HUVEC IL-1B NFkB p65 nuclear translocation imaging; inhibition, % at 2 µM; 94,000 tested, 0.43% active;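 active means inhibition above about 30% together with a positive call from visual inspection of the well image, limit read from the data; inconclusive means inhibition above a set limit but visual check negative; inactive means inhibition not above a set limit, visual check negative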;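 further: nuclear over cytoplasmic p65 intensity ratio measured by imaging; 0% = IL-1B stimulated DMSO wells and 100% = unstimulated DMSO wells; values of inactives mirror those of a sister screen read the other way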
# PLAP inhibition: inhibition of human placental alkaline phosphatase – biochemical, luminescence, HTS (AID 690); 96,000 tested, 0.08% active; purified PLAP, luminescent substrate; higher % means a stronger effect; inhibition, % at 20 µM, or IC50 in µM where a hit was titrated; in the data active means a potency from the dose series; inactive means the rest, 99 in 100 with inhibition below about 30%; further: strong numbers were not always called active
# NFkB transloc pot: enhances IL-1B driven NFkB nuclear translocation; activation, % at 2 µM; AID 819; HUVEC IL-1B NFkB p65 nuclear translocation imaging; 94,000 tested, 0.3% active;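 active means activation above 40%, about the mean plus 3 SD, also judged a hit on visual image review; inconclusive means activation above 40% but not a hit on visual review; inactive means activation not above 40% and no visual hit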;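 further: percent activation is computed from the nuclear over cytoplasmic p65 intensity ratio; values of inactives mirror those of a sister screen read the other way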
# Bcl-B displacement: displacers of TR3 peptide from Bcl-B, primary screen, selectivity assay for Bfl-1 inhibitor project, biochemical, fluorescence polarization; FP displacement of FITC-TR3 peptide from Bcl-B; higher % means a stronger effect; one-dose displacement, % at 20 µM; IC50 in µM for titrated hits; 96,000 tested, 0.11% active; AID 748;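 active means displacement above 50% at 20 µM plus a fluorescence interference ratio under 1.5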;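 further: plate controls were wells without compound for no effect and wells lacking Bcl-B protein for full effect; a part of the inactive calls stands beside numbers as strong as those of hits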
# MRP resist rev: MRP-mediated drug resistance reversal; 85,000 tested, 0.04% active; differential viability (reversal), % at 10 µM; H69AR cells + 2 uM doxorubicin, CellTiter-Glo, 72 h;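 active means viability drop by adding the cancer drug above about 55%, with treated viability meeting a 40% cutoff, limit read from the data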;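 further: viability without doxorubicin minus viability with 2 µM doxorubicin for each compound; larger differential means the compound sensitizes cells more to doxorubicin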
# MRP resist rev cytotoxicity: recorded beside MRP resist rev, whose call it bears; viability, %; H69AR cells, CellTiter-Glo, 72 h; measured here: cytotoxicity without doxorubicin
# MRP resist rev with doxorubicin: further read-out of MRP resist rev, marked with its call; viability, %; measured here: viability with 2 uM doxorubicin; stronger effect = lower value
# IL1B NFkB inh cell count 2 µM: further read-out of IL1B NFkB inh, marked with its call; cell count; measured here: cells passing quality filter;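 raw number of nuclei counted in each imaged well without normalization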
# NFkB transloc pot cell count 2 µM: recorded beside NFkB transloc pot, whose call it bears; cell count; measured here: cells passing quality filter
# * hit, by the source's call; ? = inconclusive; . = no result given. Some of the compounds tested; the hit share may differ from the screen's.
# Screens in order – MRP resist rev cytotoxicity	MRP resist rev with doxorubicin	NFkB transloc pot	PLAP inhibition	IL1B NFkB inh cell count 2 µM	NFkB transloc pot cell count 2 µM	MRP resist rev	Bcl-B displacement	IL1B NFkB inh
CCn1c(C)nc2cc(S(=O)(=O)C(F)(F)F)ccc21
  101.4	78.0	-2.3	.	95	95	23.4	.	2.3
CC(C)(C)CC(C)(C)Nc1c(-c2ccc(O)cc2)nc2cnccn12
  68.2	67.8	7.3	.	113	113	0.5	.	-7.3
COC(=O)c1ccc(NC(=O)CN2C(=O)C3C4C=CC(C4)C3C2=O)cc1 (centres undefined)
  75.7	81.6	-9.1	3.2%	43	43	-5.9	-13.2%	9.1
CC(NC(=O)Nc1ccccc1O)(C(F)(F)F)C(F)(F)F
  .	.	-10.8	-2.5%	146	146	.	1.8%	10.8
CCOC(=O)C1CCCN(C(=O)c2ccc(CS(=O)(=O)c3ccc(Br)cc3)o2)C1 (centres undefined)
  100.7	80.0	-12.7	-29.8%	48	48	20.7	-4.2%	12.7
CCCC(=O)N(Cc1cc2cccc(C)c2[nH]c1=O)c1ccccc1OC
  80.4	85.0	36.8	-3.0%	171	171	-4.6	-11.7%	-36.8
Cc1cccc(N2CCN(CC(=O)NCC3CCCCC3)CC2)c1C
  94.9	84.4	-11.4	-44.4%	128	128	10.5	-17.5%	11.4
O=C(CSc1nnc(-c2ccccc2)o1)NC1CCCCC1
  95.6	82.9	2.5	21.5%	124	124	12.7	-8.5%	-2.5
CCCN(CCC)c1ncnc2c1cnn2-c1ccc(OC)cc1
  61.6	73.4	3.8	-20.5%	186	186	-11.8	-3.6%	-3.8
CCOC(=O)Cc1csc(NC(=O)CSc2ncnc3c2cnn3-c2ccc(OC)cc2)n1
  65.2	71.0	9.8	-21.4%	200	200	-5.8	3.7%	-9.8
COC(=O)CSc1nnc(SCc2ccc(OC)cc2)s1
  90.9	93.8	18.6	.	119	119	-3.0	.	-18.6
C=CCn1c(SC(C)C(=O)NCCC2=CCCCC2)nc2ccccc2c1=O (centres undefined)
  93.4	97.4	-5.7	-5.8%	154	154	-4.0	5.5%	5.7
CCOC(=O)C1=C(N)Oc2cc(O)ccc2C1c1cccnc1 (centres undefined)
  84.5	83.4	3.6	-9.4%	181	181	1.0	1.6%	-3.6
CN(C)c1cccc(C(=O)NCC2CCCO2)c1 (centres undefined)
  101.3	99.2	2.2	-4.8%	187	187	2.1	-7.2%	-2.2
COc1ccc(OC)c(NC(=O)c2c3c(nc4ccccc24)CCC3)c1
  .	.	-9.9	-12.8%	111	111	.	-2.0%	9.9

# More results follow:
# Screens in order – MRP resist rev cytotoxicity	MRP resist rev with doxorubicin	NFkB transloc pot	PLAP inhibition	IL1B NFkB inh cell count 2 µM	NFkB transloc pot cell count 2 µM	MRP resist rev	Bcl-B displacement	IL1B NFkB inh
COC(=O)c1ccc(CSc2nnc(C)s2)cc1
  95.9	88.7	-6.0	-16.1%	151	151	7.2	5.4%	6.0
CC(C)CCSc1nc2c(c(=O)[nH]c(=O)n2C)n1CCCc1ccccc1
  44.8	52.7	3.4	-27.6%	73	73	-7.9	-3.9%	-3.4
O=C(NNC(=O)c1ccccc1-n1cccc1)c1ccc(Cl)cc1
  .	.	8.2	-42.6%	138	138	.	-5.0%	-8.3
O=C(Nc1ccc(Br)cc1F)C1CCN(c2nnc(-n3cccc3)s2)CC1
  91.6	80.0	-9.5	12.5%	156	156	11.6	-20.4%	9.5
C/C(CC1(O)C(=O)N(C)c2ccccc21)=N\O (centres undefined)
  88.5	87.2	5.8	13.0%	180	180	1.4	1.7%	-5.8
Nc1nc2nccc(-c3ccc(Cl)cc3)n2n1
  91.0	106.4	.	3.7%	.	.	-15.4	3.9%	.
N#Cc1c2c(c(-c3ccco3)[nH]c1=O)CCCC2
  96.8	85.6	19.4	15.4%	95	95	11.2	-0.3%	-19.4
CCC(=O)n1nc(-c2ccc(Cl)cc2)nc1NCc1ccccc1
  17.0	48.8	20.9	11.5%	159	159	-31.8	16.5%	-20.9
O=C(COC(=O)CCCc1c[nH]c2ccccc12)Nc1ccc2c(c1)OCO2
  97.6	87.7	-5.8	23.0%	94	94	9.9	33.1%	5.8
CC1(C)CC(=O)C2=C(C1)N(c1ccc(F)cc1)C(=O)C2(O)C(F)(F)F (centres undefined)
  .	.	-31.0	3.5%	139	153	.	5.7%	-20.8
CCOc1ccc(-n2cc(C(=O)N3CCCCCC3)c3cc(OC)c(OC)cc3c2=O)cc1
  .	.	18.5	-19.5%	177	177	.	1.6%	-18.5
CCC(NS(=O)(=O)c1ccc(C)cc1)C(=O)Nc1ccc(NC(C)=O)cc1 (centres undefined)
  85.5	83.5	-3.9	-3.3%	162	162	1.9	-6.2%	3.9
CCOc1cc(N2CCOCC2)c(OCC)cc1NC(=O)COC(=O)CCc1c[nH]c2ccccc12
  95.2	88.0	-2.0	-50.2%	126	126	7.2	17.8%	2.0
COc1ccc(NC(=O)C2CCN(C(=O)c3cccs3)CC2)cc1
  91.0	107.3	2.5	1.9%	147	147	-16.4	-10.2%	-2.5
CCOC(=O)c1ccc(N=C2S/C(=C\c3cc(C)n(-c4cccnc4)c3C)C(=O)N2C)cc1
  .	.	27.2	-36.1%	172	172	.	-8.1%	-27.2

# The closing three compounds of the part before are carried over, then new ones follow:
# Screens in order – MRP resist rev cytotoxicity	MRP resist rev with doxorubicin	NFkB transloc pot	PLAP inhibition	IL1B NFkB inh cell count 2 µM	NFkB transloc pot cell count 2 µM	MRP resist rev	Bcl-B displacement	IL1B NFkB inh
CCOc1cc(N2CCOCC2)c(OCC)cc1NC(=O)COC(=O)CCc1c[nH]c2ccccc12
  95.2	88.0	-2.0	-50.2%	126	126	7.2	17.8%	2.0
COc1ccc(NC(=O)C2CCN(C(=O)c3cccs3)CC2)cc1
  91.0	107.3	2.5	1.9%	147	147	-16.4	-10.2%	-2.5
CCOC(=O)c1ccc(N=C2S/C(=C\c3cc(C)n(-c4cccnc4)c3C)C(=O)N2C)cc1
  .	.	27.2	-36.1%	172	172	.	-8.1%	-27.2
O=c1oc2ccccc2c(Nc2cccc(O)c2)c1[N+](=O)[O-]
  87.0	81.0	3.2	25.5%	143	143	6.0	12.7%	-3.3
COC(=O)C1CCCN1C(=O)c1cccs1 (centres undefined)
  106.5	115.0	9.6	18.1%	64	64	-8.4	-5.7%	-9.6
O=C(CCCc1ccccc1)Nc1nncs1
  95.1	100.9	-3.1	.	91	91	-5.8	.	3.1
COc1cccc(-n2nnc3c(=O)n(CC(=O)NCC4CCCO4)cnc32)c1 (centres undefined)
  88.7	92.5	26.0	-29.0%	180	180	-3.9	0.4%	-26.0
CCOC(=O)C(Sc1nnc(-c2ccncc2)o1)C(C)=O (centres undefined)
  74.3	76.0	-6.3	.	163	163	-1.6	.	6.3
COc1ccc(-c2nc(CS(=O)CC(=O)N3CCc4ccccc4C3)c(C)o2)cc1 (centres undefined)
  78.7	81.1	0.1	-45.6%	53	53	-2.4	19.9%	-0.1
O=C(NCCC1=CCCCC1)C1CCN(S(=O)(=O)c2cccs2)CC1
  80.5	86.1	-7.8	-8.7%	118	118	-5.6	-14.0%	7.8
Cc1nc(SCC(=O)NCC2CCCO2)c2oc3ccccc3c2n1 (centres undefined)
  82.4	74.3	3.4	-5.5%	116	116	8.1	10.7%	-3.4
O=C(COc1ccccc1[N+](=O)[O-])N/N=C/C=C/c1ccco1
  .	.	-1.8	-13.6%	112	112	.	2.5%	1.8
CCCSc1nnc(Sc2nnnn2-c2ccccc2)s1
  5.4	3.6	8.7	34.4%	147	147	1.8	-4.5%	-8.7
COc1ccccc1N/C(=N/c1nc(C)cc(C)n1)NC(C)=O
  .	.	-2.9	-6.6%	125	125	.	-14.7%	2.9
CCC(=S)/C=C1\Sc2ccccc2N1CCCS(=O)(=O)O
  .	.	10.7	-8.2%	168	168	.	-15.4%	-10.7
CCN(CCNC(=O)C1CCN(S(=O)(=O)c2cccc3nsnc23)CC1)c1ccccc1
  101.2	90.8	13.3	-23.8%	185	185	10.4	-12.8%	-13.4
O=C1NC(=S)N/C1=C\c1cccc([N+](=O)[O-])c1
  96.5	92.3	12.2	-4.5%	162	162	4.2	20.1%	-12.2
CSc1nnc2c3ccccc3n(CCc3ccccc3)c2n1
  79.3	80.7	.	5.0%	.	.	-1.3	-7.0%	.

# (further entries)
# Screens in order – MRP resist rev cytotoxicity	MRP resist rev with doxorubicin	NFkB transloc pot	PLAP inhibition	IL1B NFkB inh cell count 2 µM	NFkB transloc pot cell count 2 µM	MRP resist rev	Bcl-B displacement	IL1B NFkB inh
O=C(Nc1nccs1)C1CCN(S(=O)(=O)c2c(Cl)cccc2Cl)CC1
  .	.	10.7	-0.3%	133	133	.	-12.6%	-10.7
O=C(CN1CCOCC1)N1CCN(c2nnc(-c3ccccc3)c3ccccc23)CC1
  86.1	85.9	15.8	-51.1%	133	133	0.3	-2.3%	-15.8
C=CCn1c(SCC(=O)N(CC)CC)nc(O)cc1=O
  97.6	99.6	5.7	-5.9%	62	62	-1.9	-7.3%	-5.7
COc1cc(OC)cc(-c2cc3nc(C)c(CCC(=O)NC(C)CCc4ccco4)c(C)n3n2)c1 (centres undefined)
  .	.	13.1	-65.2%	124	124	.	-4.7%	-13.1
O=C(N/N=C/c1cccc(Cl)c1Cl)Nc1ccccc1
  .	.	8.1	.	181	181	.	-10.3%	-8.1
COc1ccc(-c2cn3c(C)c(C(=O)N4CCCc5ccccc54)sc3n2)cc1
  62.3	60.2	-7.1	.	173	173	2.1	.	7.1
Cc1ccc(C(=O)CSc2ccccn2)cc1
  95.2	111.0	-9.0	27.3%	174	174	-15.8	-0.1%	9.0
O=C(Cc1ccc(Cl)cc1)Nc1ccc(N2CCN(C(=O)c3ccco3)CC2)cc1
  98.5	101.4	9.0	-21.3%	117	117	-2.9	-19.0%	-9.0
Nc1cc(N)nc(SCC(=O)NNC(=O)c2ccc(Cl)cc2)n1
  .	.	1.5	-2.1%	126	126	.	-11.6%	-1.5
O=C(O)Cc1csc(NC(=O)c2ccco2)n1
  .	.	-12.3	-19.4%	201	201	.	22.6%	12.3
CC(N1CCOC1=O)S(=O)(=O)c1ccccc1 (centres undefined)
  95.1	100.6	12.3	-0.2%	174	174	-5.5	1.9%	-12.3
O=C(CSc1ccc(Cl)cc1)Nc1cccc(-c2nc3ncccc3o2)c1
  .	.	?	18.5%	138	.	.	-0.7%	-82.5
Nc1c(-c2ccc(Cl)cc2)nnn1-c1ccccc1
  78.2	90.0	9.7	21.6%	160	160	-11.9	-7.5%	-9.7
Cc1noc(N)c1C(=O)Nc1ccc(C(C)(C)C)cc1
  59.4	71.8	1.6	0.4%	156	156	-12.4	-3.0%	-1.6
Cc1ccc(CNS(=O)(=O)/C=C/c2ccc3c(c2)OCO3)cc1
  .	.	.	7.2%	.	.	.	-5.6%	.

# Later entries:
# Screens in order – MRP resist rev cytotoxicity	MRP resist rev with doxorubicin	NFkB transloc pot	PLAP inhibition	IL1B NFkB inh cell count 2 µM	NFkB transloc pot cell count 2 µM	MRP resist rev	Bcl-B displacement	IL1B NFkB inh
COc1ccc(F)cc1CN1CCN(c2cc(C)nc3c4c(C)cc(C)nc4nn23)CC1
  86.5	82.7	.	-90.2%	.	.	3.9	2.8%	.
Cc1cc(C)c2c(CN3CCN(C)CC3)cc(=O)oc2c1
  93.0	79.2	25.9	1.2%	101	101	13.8	-9.2%	-25.9
CCOC(=O)N1CCC(NC(=O)CSCc2nc(-c3cccc(OC)c3)oc2C)CC1
  85.7	81.8	8.2	-31.4%	123	123	3.8	-0.9%	-8.2
O=C(NCCN1CCc2ccccc2C1)C1CCN(S(=O)(=O)N2CCCCC2)CC1
  81.0	78.2	-2.6	-49.5%	99	99	2.8	1.4%	2.5
Cc1cc(C)c2c(=O)[nH]c(SCC(=O)NCCc3ccccc3)nc2n1
  83.1	69.7	9.8	.	113	113	13.4	.	-9.8
COc1ccc(CCN(C)C(=O)N2CCOCC2)cc1OC
  94.8	71.7	2.9	5.6%	92	92	23.1	3.3%	-2.9
CC1(C)CC(=O)C(/C=N/c2ccccn2)=C(O)C1
  97.8	117.0	-9.1	-8.7%	152	152	-19.2	-0.8%	9.1
CCCc1cc(C(=O)Nc2ccc(C)cc2)no1
  108.0	106.9	7.0	21.6%	57	57	1.1	-18.2%	-7.0
